# Compound activity (PubChem BioAssay)
# GAA spleen mod – inhibitors or activators of human alpha-glucosidase in spleen homogenate | 0.006% of 240,000 active | human spleen homogenate, 4-MU-alpha-glucoside fluorescence | AID 2112 | P10253 | Potency, µM (top dose mostly 79.9 µM), for inactives: at the highest dose activity change, negative = inhibition, usual class: inhibitors;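 note: potency is the fitted concentration of half-maximal effect; 0% = enzyme with vehicle and -100% = no enzyme basal signal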
#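 Enzyme source: human spleen homogenate, 1 ug/well. Buffer 50 mM citric acid/K phosphate pH 5.0, 0.01% Tween-20. 4-MU-alpha-glucoside 1 mM; 37 C x 40 min; NaOH/glycine stop; fluorescence.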
# GAA inhib – inhibitors of human lysosomal alpha-glucosidase; P10253; purified human GAA, 4-MU-alpha-glucoside fluorescence; Potency, µM (series often up to 76.9 µM), for the others: top-dose activity change, negative = inhibition, usual class: inhibitors; 0.005% of 200,000 active; AID 1466;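 note: potency is the fitted concentration of half-maximal effect; plate controls were uninhibited enzyme wells for no effect and no-enzyme background for full effect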
#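 Read-out is 4-methylumbelliferone fluorescence (Ex 365/Em 440 nm) after NaOH/glycine stop at pH 10. Enzyme 4 nM, substrate 400 uM, pH 5.0 citrate buffer, 20 min room temperature; AC50 from Hill-equation concentration-response.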
# CBFb RUNX1 block – blocks binding between human CBF-beta and RUNX1; 230,000 tested, under 10 active; Q01196+Q13951; AlphaScreen CBFb-His/RUNX1-biotin binding, biochemical; Potency, µM (highest dose often 59.8 µM), inactives show at the highest dose activity, negative = inhibition, hits mostly inhibitors; AID 1477; note: % of control where 0% means no effect
# Target sequence (Q01196 whole entry, looked up): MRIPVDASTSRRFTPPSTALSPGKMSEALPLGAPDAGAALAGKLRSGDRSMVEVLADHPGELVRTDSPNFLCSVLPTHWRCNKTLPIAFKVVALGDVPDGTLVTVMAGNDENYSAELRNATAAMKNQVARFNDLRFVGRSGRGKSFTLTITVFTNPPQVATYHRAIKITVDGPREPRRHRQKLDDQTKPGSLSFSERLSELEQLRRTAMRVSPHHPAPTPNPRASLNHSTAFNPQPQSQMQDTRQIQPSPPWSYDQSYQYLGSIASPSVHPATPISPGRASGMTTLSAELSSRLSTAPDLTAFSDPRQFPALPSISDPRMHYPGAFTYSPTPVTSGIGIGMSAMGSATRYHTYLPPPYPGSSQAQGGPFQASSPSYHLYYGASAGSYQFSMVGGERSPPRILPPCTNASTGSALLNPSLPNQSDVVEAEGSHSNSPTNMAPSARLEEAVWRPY
# Target sequence (Q13951 whole entry, looked up): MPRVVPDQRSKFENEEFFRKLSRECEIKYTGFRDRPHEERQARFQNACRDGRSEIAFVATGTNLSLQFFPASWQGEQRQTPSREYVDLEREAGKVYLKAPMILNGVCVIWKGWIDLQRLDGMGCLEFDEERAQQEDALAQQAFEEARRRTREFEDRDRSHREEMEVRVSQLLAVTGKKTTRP
#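 Bead-based AlphaScreen assay; binding partners His-tagged CBF-beta and biotinylated RUNX1 at 30 nM each. Compound exposure 15 min after a 20-min protein preincubation; bead step 90 min; all steps at room temperature.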
# HTT cytoprotect – protects HTT-Q103 PC12 cells, measured by ATP | PC12 HTT-Q103 induced, cytoprotection, ATP luminescence, 40 h | Potency, µM (titrated, usually from 56.4 µM), for the others: cytoprotection (ATP increase), actives largely listed as activators | 0.14% of 230,000 active;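 note: potency is the fitted concentration of half-maximal effect; % of control where 0% means no effect; nearly all actives have a fitted effect of over 45% in size; toxic huntingtin expression switched on by the ecdysone agonist tebufenozide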
#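 Compounds were screened for protection of PC12 cells against cell death after tebufenozide induction (100 nM final) of mutant Huntingtin exon 1 (Q103) fused to GFP.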
# GAA glycogen – GAA glycogen-cleavage inhibition or activation. P10253. recombinant GAA, glycogen substrate, Amplex Red glucose oxidase fluorescence. Potency, µM (series often up to 76.4 µM), for the others: at the highest dose activity change, negative = inhibition, actives largely listed as inhibitors. 0.38% of 300,000 active. AID 2100;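 note: potency is the fitted concentration of half-maximal effect; 0% = full enzyme reaction and -100% = no-enzyme basal signal; the screen sought inhibitors and activators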
#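 Recombinant human alpha-glucosidase (4 nM final) hydrolysed bovine liver glycogen (30 ug) for 40 min at 37 C in pH 5.0 citrate/phosphate with 0.01% Tween-20. Released glucose detected by glucose oxidase/Amplex Red, Ex 573/Em 610 nm. Compounds up to 77 uM; AC50 from Hill fits.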
# HttQ103 aggreg – mutant huntingtin aggregation inhibition | PC12 HttQ103-GFP aggregates, Acumen cytometry, 40 h | Potency, µM (doses to about 46.1 µM), without a hit: top-dose activity change, negative = inhibition, usual class: inhibitors | 1.1% of 220,000 active | AID 1688; note: potency is the fitted concentration of half-maximal effect; % is set by controls: 0 for no effect and ±100 for the full control effect; nearly all actives have a fitted effect of over 60% in size
#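 PC12 cells with ecdysone-inducible HTT exon1 Q103-GFP, induced by 100 nM tebufenozide, given compounds in a concentration series. GFP aggregates (1–25 um, 6 SD above background) counted in lysates by laser-scanning cytometry, 488 nm excitation.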
# Lamin A splicing – modulators of lamin A splicing; HeLa LMNA splicing GFP/RFP minigene ratio, 48 h; Potency, µM (titrated, usually from 46.1 µM), for inactives: top-dose ratio change, negative = inhibition, hits mostly inhibitors; 0.01% of 200,000 active; AID 1487; active = well fitted inhibition curve with a large enough effect in the signal ratio, with a control signal flat, not every such curve was filed as active; inconclusive = small, poorly fitted or top-dose-only effect, or effect the other way, or a change in a side signal; the % refers to the signal ratio; note: potency is the fitted concentration of half-maximal effect; % is set by controls: 0 for no effect and ±100 for the full control effect
#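 Read-out is the ratio of GFP to DsRed2 object intensity, acquired by 488 nm laser-scanning cytometry on HeLa lamin A-EGFP minigene reporter cells. Compound incubation 48 hrs at 37 °C in Opti-MEM with 2% FBS; DMSO 0.5% final.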
# Active calls of the source: *; ? = inconclusive; · = no result given; & = joins results of further samples; [ ] = dose if it differs, or a comment. Unless noted, calls come from the whole dose curve; as a rule, active = well fitted curve in the direction sought with a large enough effect; inconclusive = small, poorly fitted or top-dose-only effect, or another doubt; inactive = no such curve, though single readings can be large; an effect the other way counts as inactive or inconclusive.
SMILES,GAA spleen mod,GAA inhib,CBFb RUNX1 block,HTT cytoprotect,GAA glycogen,HttQ103 aggreg,Lamin A splicing
CCSc1ccccc1C(=O)NC1CCCCC1,-7%,4%,4%,-24%,-7%,24%,·
N#C/C(=C\Nc1ccc2c(c1)OCCO2)c1nc(-c2ccccc2)cs1,3%,-13%,10%,2%[10 µM],4%,-7%,-4%
Cc1ccc(C)c(S(=O)(=O)Nc2ccccc2C(=O)Nc2ccc(S(=O)(=O)Nc3ncccn3)cc2)c1,-6%,15%,2%,-14%[10 µM],-1%,?,1%
COCCNC(=O)c1c(CSc2ccc(F)cc2)noc1C(=O)NCc1ccccc1,1%,-1%,8%,-4%,-4%,-10%,15%
COc1ccc(OC)c2c(N)c(C#N)c(C(F)(F)C(F)(F)F)nc12,3%,9%,8%,12%,-6%,6%,11%
CN(C)c1ncc2nc(-c3ccc(Cl)cc3)c(=O)n(Cc3ccc(F)cc3)c2n1,-9%,·,·,1%,·,·,5%
Cc1ccc(NC(=O)C(=O)C2C(=O)Nc3ccccc32)cc1 (centres undefined),5%,-11%,10%,-6%[10 µM],-1%,6%[9.22 µM],·
CCCOc1c(Br)cc(C(N)=O)cc1OCC,-3%,-4%,2%,-66%[inhibitor],-10%,-28%,·
O=C(c1ccccc1)c1ccc(OCCO)cc1,-6%,?,4%,11%[10 µM],5%,-12%[9.22 µM],15%[46 µM]
NCC1CCCCC1CC(=O)O (centres undefined),9%,·,18%,7%,·,·,·
CN(C)c1ccc(NC(=O)c2ccc(COc3cccc(Cl)c3)o2)cc1,-6%,-13%,·,-50%[inhibitor],7%,?,?
O=C(NNC(=S)NC1CCCCC1)c1cccc(S(=O)(=O)Nc2ccccc2Cl)c1,1%,-27%,-6%,11%[10 µM],1%,?,?
CCOC(=O)Cn1cc(C#N)c2cccc(CC)c21,4%,-1%,7%,-1%[10 µM],0%,-10%[9.22 µM],7%[46 µM]
O=C(O)CNS(=O)(=O)c1ccc(Br)s1,-3%,-8%,-10%,-1%,1%,16%,6%
CC(=O)c1sc(=S)n(-c2ccccc2)c1C,3%,-1%,0%,2%[10 µM],8%,15%[9.22 µM],·
CCn1ccnc1CNC(=O)CC1C(=O)NCCN1Cc1ccc(OC)cc1OC (centres undefined),2%,·,-12%,-35%[10 µM],4%,18%[9.22 µM],·
O=C(N/N=C/c1ccc2c(c1)OCO2)c1cc(-c2ccccc2Cl)nc2ccccc12,3%,-3%,-13%,12%[10 µM],-3%,-12%,4%
Clc1ccccc1-c1nnc2n1-c1ccccc1SC2,-2%,·,6%,-2%[10 µM],6%,8%[9.22 µM],·
CC1(OC(=O)CCc2ccccc2)C(=O)C=C2C=C(c3ccc(C#N)cc3)N(Cc3ccco3)C=C2C1=O (centres undefined),-14%[17.4 µM],·,?,-9%&6%[10 µM],5%,23%[9.22 µM],?
COCCNC(=O)NC12CC3CC(CC(C3)C1)C2,4%,3%,18%,-4%[10 µM],-13%,-3%,-17%[46 µM]
CO[C@@H]1COC(=O)C/C=C\[C@@H](C)COC(=O)[C@H](COCc2ccccc2)NC(=O)C/C=C\[C@H]1C,-2%[17.4 µM],·,5%[13.1 µM],?,·,·,·
CC(C)Sc1ccc(C(=O)Nc2ccc(F)cc2F)cn1,-6%,12%,-27%,?,9%,7%,13%[46 µM]
CSc1ccc(S(=O)(=O)Nc2ccc(S(=O)(=O)Nc3ccc(C)cc3)cc2)cc1,-17%,-2%,-19%,6%,-6%,4%,-6%
COc1ccccc1OCc1nnc(SCC(=O)Nc2ccc(C)cc2)n1C,-7%,-11%,6%,9%,8%,?,15%
CC(C)C(O)P(=O)(OCc1ccccc1)c1ccc(N(C)C)cc1 (centres undefined),-16%,-11%,0%,3%,3%,6%,13%

# In the list so far, 2 have a furan ring, fused or not:
SMILES,GAA spleen mod,GAA inhib,CBFb RUNX1 block,HTT cytoprotect,GAA glycogen,HttQ103 aggreg,Lamin A splicing
CN(C)c1ccc(NC(=O)c2ccc(COc3cccc(Cl)c3)o2)cc1,-6%,-13%,·,-50%[inhibitor],7%,?,?
CC1(OC(=O)CCc2ccccc2)C(=O)C=C2C=C(c3ccc(C#N)cc3)N(Cc3ccco3)C=C2C1=O (centres undefined),-14%[17.4 µM],·,?,-9%&6%[10 µM],5%,23%[9.22 µM],?

# Later entries.
SMILES,GAA spleen mod,GAA inhib,CBFb RUNX1 block,HTT cytoprotect,GAA glycogen,HttQ103 aggreg,Lamin A splicing
CCOC(=O)c1sc(NC(=O)CSc2nnc(-c3ccc(OC)cc3)n2CCOC)nc1C,-5%,-3%,-8%,-22%[10 µM],-7%,2%,-4%
O=C(N/N=C/c1ccc(O)cc1)c1nc(-c2ccccc2)n(-c2ccccc2)n1,-7%,-3%,2%,·,12%,2%,15%
CC(=O)NCCc1ccc(S(=O)(=O)NCc2ccc3c(c2)OCO3)cc1,-3%,-7%,6%,0%,-6%,5%,1%
O=C(NCc1ccco1)C(c1cccs1)N(Cc1ccccc1)C(=O)Cn1nnc2ccccc21 (centres undefined),-3%,?,-7%,-11%[10 µM],6%,5%,?
COc1ccc(/C=N/NC(=S)Nc2ccccc2)cc1COc1ccc(Br)cc1,-1%,·,4%,?,-10%,2%[9.22 µM],·
CN(c1ccc(OCC(=O)OCC(=O)NCc2ccco2)cc1)S(=O)(=O)c1ccc2ccccc2c1,1%,-3%,-10%,-39%,-6%,10%,7%[46 µM]
c1ccc(Cn2c(CNc3nc4ccccc4n3CCN3CCOCC3)nc3ccccc32)cc1,3%,-2%,-9%,-34%,2%,0%,2%
COc1cccc2c1NC(C(=O)O)C1CC=CC21 (centres undefined),6%,12%,·,14%[10 µM],-5%,-11%,-11%
O=c1[nH]c(CSc2nc3ccccc3s2)nc2ccccc12,-1%,·,-9%,11%[10 µM],-12%,-21%[9.22 µM],·
C/C(=N\Nc1nc2ccccc2s1)c1ccc2c(c1)OCO2,-4%,-1%,?,-4%[10 µM],-2%,?,?
CNc1nc(-c2ccccc2OC)nc2ccccc12,-1%,·,·,-33%[inhibitor],·,·,?
CN1CCCN(C(=O)CNC(=O)Cc2ccccc2)CC1,3%,2%,18%,1%,17%,2%,-9%[46 µM]
O=C(Cc1cccs1)N1CCN(c2ccc(F)cc2)CC1,-19%,4%,-3%,16%[10 µM],-4%,9%,-10%
O=C(COC(=O)c1cc[n+]([O-])cc1)Nc1ccc(SC(F)F)cc1,4%,·,13%,17%[10 µM],2%,11%[9.22 µM],·
O=C(N/N=C1\C2CN3CCN(C2)CC1(c1ccccc1)C3)c1ccc(F)cc1,-6%,-4%,-4%,20%[10 µM],4%,-10%,6%
CC1(C)Cn2c(nnc2-c2ccccc2)S1,11%,3%,1%,7%[0.074 µM],2%,11%,10%
N#Cc1c(NC(=O)CSc2n[nH]c(Cc3ccccc3)n2)oc(-c2ccccc2)c1-c1ccccc1,3%,-4%,?,-15%[0.074 µM],-10%,-9%,?
O=C(N/N=C/c1ccc[nH]1)c1cc(-c2cccs2)nc2ccccc12,-5%,1%,?,9%,-27%,-11%,?
Cc1noc(C)c1-c1cc(NCc2cccs2)ncn1,5%,·,·,17%,·,·,?
Cc1ccccc1N1C(=O)c2ccccc2NC1c1ccncc1 (centres undefined),1%,3%,3%,24%[1.9 µM],-1%,5%,-10%
CC(=O)OC1CCC2(C)C(=CCC3C2CCC2(C)C3CC3OC4(CCC(C)CN4)C(C)C32)C1 (centres undefined),9%,·,-17%,13%[10 µM],7%,-9%[9.22 µM],·
Cc1cc(C)c2nc(NNC(=O)c3cc(-c4cccs4)nc4ccccc34)sc2c1,2%,4%,1%[2.36 µM],·,-10%,?,?
CCCCNC(=O)CCn1c(=O)c2ccccc2n(Cc2ccc(F)cc2)c1=O,-2%,7%,11%,12%[10 µM],1%,-3%,-8%
CC(C)(C)c1nc2scc(-c3cccs3)c2c(=O)o1,2%,-18%,-3%,?,8%,0%,0%
COc1ccc(-c2csc3ncnc(Cl)c23)cc1,-3%,-7%,21%,-13%[10 µM],16%,-10%[9.22 µM],?

# (continued)
SMILES,GAA spleen mod,GAA inhib,CBFb RUNX1 block,HTT cytoprotect,GAA glycogen,HttQ103 aggreg,Lamin A splicing
Cc1nn(Cc2ccc(Cl)cc2)c(C)c1N,1%,-5%,13%,8%[10 µM],?,-18%,-9%
Cc1nn(-c2ccc(F)cc2)c(N)c1C1(O)C(=O)Nc2ccccc21 (centres undefined),-3%,-2%,12%,-55%[inhibitor],-5%,5%,-9%[9.22 µM]
CCC(C)C(=O)Nc1nc(C)c(-c2csc(Nc3cc(OC)ccc3OC)n2)s1 (centres undefined),-2%,?,-29%,-65%[inhibitor],-29%,?,-1%
Cc1ccccc1-c1nc(N2CCN(C)CC2)c2ccccc2n1,15%,·,·,-24%,·,·,-15%
Cc1ccc(-c2nn3c(C)nnc3s2)cc1NC(=O)COc1ccc(Cl)cc1,0%,1%[15.4 µM],1%,-4%,-4%,13%,7%
CCOc1ccc2[nH]c(=O)c(CN(Cc3ccc(F)cc3)C(=O)c3ccco3)cc2c1,4%,7%,4%,-42%[10 µM],-3%,?,?
O=c1[nH]c(SCc2ccc(Cl)cc2)nc2[nH]ncc12,-1%,-3%,2%,-21%,-5%,-8%,-12%[46 µM]
Cc1ccnc(NC(=O)c2ccc3c(c2)S(=O)(=O)c2ccccc2C3=O)c1,-2%,·,11%,0%[10 µM],7%,-19%[9.22 µM],·
COC(=O)CCn1nc(-c2ccc(Cl)cc2)c2ccccc2c1=O,-2%,?,10%,-10%[10 µM],11%,0%[9.22 µM],13%[46 µM]
CCOC(=O)C1CCCN(C2CC(=O)N(c3ccc(NC(C)=O)cc3)C2=O)C1 (centres undefined),-12%,0%,3%,-9%,3%,17%,·
Cc1ccc(-c2c[nH]c(=S)n2-c2ccccc2)cc1,-1%,1%,-23%,4%[10 µM],?,1%,15%[46 µM]
O=C(Oc1ccc(Cl)cc1N1C(=O)CCC1=O)c1ccco1,1%,0%,4%,3%[10 µM],2%,11%,-9%
O=C(NCCc1ccccc1)C1(c2ccccc2)CC1(Cl)Cl (centres undefined),0%,3%,12%,-4%,4%,2%,1%
CC(=O)Nc1ccc(S(=O)(=O)N/N=C/c2ccc(C)s2)cc1,-9%,5%,-16%,-5%[0.074 µM],1%,-11%,11%
COC(=O)c1c(NC(=O)CCNCc2ccco2)sc2c1CCC2,8%,-2%,2%,1%[10 µM],1%,-6%[9.22 µM],·
CCc1sc(N(C(=O)Cc2ccccc2)c2ccccc2F)nc1-c1ccc(C)cc1,4%,-1%,-5%,-10%[10 µM],17%,8%,-13%
